KCNK9 inh = blocks the human KCNK9 two-pore domain potassium channel | Q9NPC2 | HEK293 KCNK9, FluxOR thallium flux fluorescence; hits give low values | B-score at 10 µM | 310,000 compounds, 1.2% hits;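 active = ratio B-score over 3 SD below the library mean, with starting fluorescence within 5 SD of its mean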;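 note: negative B-score means less thallium flux so channel inhibition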
KCNK3 block = human KCNK3 channel inhibition, primary screen. O14649. CHO-KCNK3 thallium flux, FluxOR fluorescence; hits give low values. B-score at 10 µM. 340,000 compounds, 0.84% hits. AID 602410;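 active = B-score under library mean minus 4 SD, starting fluorescence ratio at most library mean plus 5 SD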;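 note: more negative B-score means stronger inhibition of thallium flux through KCNK3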
Target sequence (O14649 whole entry, looked up): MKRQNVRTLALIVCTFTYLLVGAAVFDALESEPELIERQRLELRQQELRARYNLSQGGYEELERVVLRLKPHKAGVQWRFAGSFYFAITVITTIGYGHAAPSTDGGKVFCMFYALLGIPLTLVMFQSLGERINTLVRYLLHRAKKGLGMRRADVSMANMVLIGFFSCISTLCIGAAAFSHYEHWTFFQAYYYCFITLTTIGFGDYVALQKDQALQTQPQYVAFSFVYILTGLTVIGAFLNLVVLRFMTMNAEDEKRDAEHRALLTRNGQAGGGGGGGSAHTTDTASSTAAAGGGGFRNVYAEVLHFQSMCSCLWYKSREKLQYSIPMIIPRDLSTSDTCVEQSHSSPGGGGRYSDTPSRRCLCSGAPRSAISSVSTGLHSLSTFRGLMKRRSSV
SKKanGAS inh = SKKanGAS growth inhibition; S. pyogenes SKKanGAS, kanamycin growth, BacTiter-Glo, 6 h; inhibition, % at 7.5 µM; 300,000 compounds, 1.3% hits;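 active = mean replicate score, as percent of positive control median, at least 50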;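 note: strain carries kanamycin resistance gene driven by streptokinase promoter and grows in 40 µg/ml kanamycin; loss of luminescence reflects streptokinase promoter inhibition or plain growth inhibition; 0% = median of DMSO wells and 100% = positive control at its reference dose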
HDAC3 inhib = human HDAC3 inhibition | 320,000 compounds, 0.15% hits | AID 2718 | recombinant HDAC3, fluorogenic peptide/trypsin coupled, fluorescence | inhibition, % at 8.3 µM | O15379; in the data active = inhibition above about 26%, passing the limit was not always enough
Target sequence (O15379 whole entry, looked up): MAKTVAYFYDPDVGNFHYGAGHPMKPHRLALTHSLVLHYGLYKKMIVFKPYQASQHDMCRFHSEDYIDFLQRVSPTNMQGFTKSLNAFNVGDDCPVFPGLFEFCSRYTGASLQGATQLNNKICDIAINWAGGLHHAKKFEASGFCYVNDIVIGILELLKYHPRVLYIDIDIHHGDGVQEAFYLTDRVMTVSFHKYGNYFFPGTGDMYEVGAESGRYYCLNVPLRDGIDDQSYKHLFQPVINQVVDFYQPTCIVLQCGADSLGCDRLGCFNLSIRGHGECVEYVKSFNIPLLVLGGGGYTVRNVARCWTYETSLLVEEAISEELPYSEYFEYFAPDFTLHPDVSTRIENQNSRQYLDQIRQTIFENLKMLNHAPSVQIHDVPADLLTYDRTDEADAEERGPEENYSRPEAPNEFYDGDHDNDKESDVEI
RGS4 pot = RGS4 potentiation or activation | HEK293 M3R/inducible RGS4, carbachol calcium flux Fluo4; hits give low values | B-score at 10 µM | 310,000 compounds, 0.92% hits;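 active = B-score of the integrated calcium signal more than 4 SD below the library mean, with starting fluorescence not abnormally high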;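 note: negative B-score means reduced calcium response which marks RGS4 activation or potentiation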
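Reagent: ECmax carbachol challenge; Test system: M3R-expressing HEK293 line, RGS4 induced by doxycycline; Schedule: overnight RGS4 induction, 30 min dye load 37 °C, 20 min compound RT; Detection: calcium dye Fluo4 fluorescence; Read-out: Agonist-evoked peak-minus-minimum fluorescence over baseline, integrated ratio, B score.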
TMEM16A act = activators or potentiators of mouse TMEM16A chloride channel | Q8BHY3 | HEK293 TMEM16A/YFP-H148Q/I152L, iodide quench fluorescence; hits give low values | B-score at 10 µM | 340,000 compounds, 0.3% hits | AID 623877;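 active = fluorescence-ratio B-score plate-corrected deviation score at least 3 library SD below zero, with starting fluorescence score within 5 deviations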;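 note: channel opened by trigger with iodide after compound preincubation; score built on the fluorescence ratio of max minus min over baseline; more negative score means more quench and so TMEM16A activation or potentiation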
hERG protect = compounds protecting human hERG from proarrhythmic drug block; CHO-hERG, FluxOR thallium flux, dofetilide IC70 present; activation (rescue from dofetilide block), less the hit threshold, % at 10 µM; AID 1511; Q12809; 310,000 compounds, 0.51% hits;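 active = activation above the mean of controls blocked by dofetilide plus 5 SD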;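 note: thallium influx through hERG after potassium depolarization seen as dye fluorescence rise; in these data hits start at about 4.7%; inactives centre near -7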
ANO1 block = inhibitors of mouse TMEM16A calcium-activated chloride channel | normalized B-score (activity score, 25-100; higher = stronger inhibition) at 10 µM | HEK293 TMEM16A/YFP iodide influx fluorescence, ionomycin | AID 588511 | 310,000 compounds, 1.2% hits;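 active = ratio plate-corrected score three or more library SD toward inhibition, starting fluorescence score within five deviations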;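 note: score derived from kinetic fluorescence span divided by baseline fluorescence per well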
KCNQ1 act = potentiators or activators of human KCNQ1 potassium channel. P51787. CHO-K1 KCNQ1, thallium flux FluxOR fluorescence; hits give high values. B-score at 10 µM. 310,000 compounds, 0.35% hits;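 active = fluorescence ratio B-score, a plate-corrected score, at least three library SD, with initial intensity B-score within 5 SD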
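System: Stable KCNQ1 CHO-K1 line | Incubation: 90 min dye loading and 20 min compound exposure, both at room temperature | Measure: Ratio B score | Medium: Assay buffer for compound exposure, DMSO matched across wells | Compound dosing: Single-concentration screen | Probe or stimulus: K+/Tl+ depolarizing stimulus | Measured by: Kinetic FluxOR fluorescence, 10 s baseline plus 110 s post-stimulus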
KCNQ1 block = inhibitors of human KCNQ1 potassium channel. P51787. CHO-K1 KCNQ1, FluxOR thallium flux fluorescence; hits give high values. B-score at 10 µM. 310,000 compounds, 1.3% hits;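 active = compounds whose thallium flux B-score, printed positive for inhibition, exceeds three library SD while starting fluorescence stays within three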;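 note: channel opened by potassium depolarization with thallium stimulus after 20 min compound exposure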
RGS4 inh = human RGS4 inhibition; P49798; 310,000 compounds, 0.45% hits; B-score at 10 µM; HEK293 M3R/RGS4 inducible, Fluo-4 calcium flux; hits give high values; triggered by carbachol at its EC20;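 active = B-score, a plate-corrected calcium signal, over three deviations above library mean, with baseline fluorescence within five deviations of library mean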;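 note: RGS4 expression induced by doxycycline in cells with stable M3 receptor; B-score is computed from the integrated fluorescence ratio over baseline after carbachol; higher B-score means a larger calcium signal and so more RGS4 inhibition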
Target sequence (P49798 whole entry, looked up): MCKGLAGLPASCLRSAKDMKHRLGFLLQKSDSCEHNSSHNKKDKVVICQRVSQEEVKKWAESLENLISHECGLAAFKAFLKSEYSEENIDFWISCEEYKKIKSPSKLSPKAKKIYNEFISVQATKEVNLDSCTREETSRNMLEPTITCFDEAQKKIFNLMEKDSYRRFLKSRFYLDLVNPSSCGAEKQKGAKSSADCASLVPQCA
Starred values were filed as active, the others as inactive; i = inactive; / = no result given.

SMILES	KCNK9 inh	KCNK3 block	SKKanGAS inh	HDAC3 inhib	RGS4 pot	TMEM16A act	hERG protect	ANO1 block	KCNQ1 act	KCNQ1 block	RGS4 inh
Cc1noc(C)c1S(=O)(=O)N1CCC(C(=O)NCCC2=CCCCC2)CC1	i	i	1.7	-3.6	i	i	-1.5	i	i	i	i
CCCSc1nc2c(c(=O)[nH]c(=O)n2C)n1C	i	i	5.0	-15.1	i	i	-11.5	i	i	i	i
Cc1cc(=O)oc2cc(OCC(=O)NCCCN3CCCC3=O)c(Cl)cc12	i	i	-0.3	0.4	i	i	-8.1	i	i	i	i
O=C(CC1C(=O)NCCN1CCCc1ccccc1)NCCc1ccccc1Cl (stereo not drawn)	i	i	-4.8	-6.3	i	i	-12.7	i	i	i	i
CCn1nc(C(C)C)cc1C(=O)N1CCCC(CO)(Cc2ccc(F)cc2F)C1 (stereo not drawn)	i	i	-12.7	0.0	i	i	-3.3	i	i	i	i
CN(C)CCn1c(=S)[nH]c2ncccc2c1=O	i	i	3.3	-3.6	i	i	-9.4	i	i	i	i
COc1cccc(C(=O)n2c(SC)nc3cc4c(cc32)OCCO4)c1	i	i	-1.0	92.0*	i	i	-8.9	i	i	i	i
Cc1cc2c3c(c1C)C(=O)C(=O)N3C(C)(C)CC2C (stereo not drawn)	i	i	-1.8	-2.1	i	i	-6.0	i	i	i	i
O=C(c1cnn2c(C(F)F)cc(C3CC3)nc12)N1CCOCC1	i	i	1.7	9.7	i	i	-3.2	i	i	i	i
COc1nc(Nc2nc3ccccc3c(=O)[nH]2)nc2ccc(C)cc12	i	i	85.2*	2.6	i	i	-14.4	i	i	i	i
CC(C)c1ccc(S(=O)(=O)N2CCC(C(=O)NCC3(N(C)C)CCCCC3)CC2)cc1	i	i	-0.4	-3.2	i	i	-8.6	i	i	i	i
CCOc1ccc(Nc2nc(N3CCCCC3)nc(N3CCCCC3)n2)cc1	i	i	62.5*	4.2	i	i	-6.6	i	i	i	i
CC1CC(=O)N(CC(=O)N2CCCC2)c2ccccc2S1 (stereo not drawn)	i	i	2.7	5.1	i	i	-9.7	i	i	i	i
COc1cc(C(C)=O)ccc1OC(=O)C(C)N1C(=O)c2ccccc2C1=O (stereo not drawn)	i	i	-6.1	10.2	i	i	-6.2	i	i	i	i
Nn1c(SCc2ccc(F)cc2)nnc1-c1ccncc1	i	i	-3.7	-4.7	i	i	-7.6	i	i	i	i
O=C(O)CN1C(=O)/C(=C\C(Br)=C\c2ccccc2)SC1=S	i	i	-3.9	9.7	i	i	-17.2	i	i	i	12.2*
O=C(NCc1cccs1)C12CC3CC(CC(C3)C1)C2	i	i	2.5	-1.9	i	i	-12.5	i	i	i	i
O=C(NCCc1c[nH]c2ccccc12)C(F)(F)F	i	i	-4.2	0.5	i	i	-8.3	i	i	i	i
CCN1CNC(=S)N(c2ccccc2C)C1	i	i	-8.0	1.6	i	i	-7.9	i	i	i	i
CCCC(c1nnnn1CC1CCCO1)N1CCN(c2nc3ccccc3s2)CC1 (stereo not drawn)	i	i	4.6	-6.7	i	i	-7.2	i	i	i	i

Sorted by count of non-hydrogen atoms (low to high): 3 of the compounds above
SMILES	KCNK9 inh	KCNK3 block	SKKanGAS inh	HDAC3 inhib	RGS4 pot	TMEM16A act	hERG protect	ANO1 block	KCNQ1 act	KCNQ1 block	RGS4 inh
O=C(NCc1cccs1)C12CC3CC(CC(C3)C1)C2	i	i	2.5	-1.9	i	i	-12.5	i	i	i	i
CC1CC(=O)N(CC(=O)N2CCCC2)c2ccccc2S1 (stereo not drawn)	i	i	2.7	5.1	i	i	-9.7	i	i	i	i
CCOc1ccc(Nc2nc(N3CCCCC3)nc(N3CCCCC3)n2)cc1	i	i	62.5*	4.2	i	i	-6.6	i	i	i	i

The listing picks up, repeating the 5 entries before the break.
SMILES	KCNK9 inh	KCNK3 block	SKKanGAS inh	HDAC3 inhib	RGS4 pot	TMEM16A act	hERG protect	ANO1 block	KCNQ1 act	KCNQ1 block	RGS4 inh
O=C(O)CN1C(=O)/C(=C\C(Br)=C\c2ccccc2)SC1=S	i	i	-3.9	9.7	i	i	-17.2	i	i	i	12.2*
O=C(NCc1cccs1)C12CC3CC(CC(C3)C1)C2	i	i	2.5	-1.9	i	i	-12.5	i	i	i	i
O=C(NCCc1c[nH]c2ccccc12)C(F)(F)F	i	i	-4.2	0.5	i	i	-8.3	i	i	i	i
CCN1CNC(=S)N(c2ccccc2C)C1	i	i	-8.0	1.6	i	i	-7.9	i	i	i	i
CCCC(c1nnnn1CC1CCCO1)N1CCN(c2nc3ccccc3s2)CC1 (stereo not drawn)	i	i	4.6	-6.7	i	i	-7.2	i	i	i	i
CC(=O)N=Nc1[nH]c(N)c2ccccc12	i	i	3.0	0.8	i	i	-2.4	i	i	i	i
COC(=O)C1(Cc2ccc(O)c(CC3OC3(C)C)c2)OC(=O)C(O)=C1c1ccc(O)cc1 (stereo not drawn)	i	i	3.3	3.6	i	i	-6.2	i	i	i	i
COC(=O)C1=C(C)NC(=O)C1(Nc1ccc(Cl)cn1)C(F)(F)F (stereo not drawn)	i	i	-5.9	8.1	i	i	-9.0	i	i	i	i
Cc1ccc(-n2cc(CNCCN3CCOC3=O)c(-c3ccc(F)cc3)n2)cc1	i	i	3.4	5.4	i	i	-19.6	i	i	i	i
COC(=O)C1=C(C)NC(C)=C(C(=O)OC)C1C(=O)OCC(=O)c1ccc(F)cc1	i	i	-2.9	-7.2	i	i	-8.6	i	i	i	i
CCOc1cc(/C=C/C(=O)c2ccc(C)cc2)ccc1OCC(=O)N(C)C	i	i	0.0	4.5	i	i	-21.2	i	i	i	i
CSCCC(NC(=O)c1ccccc1Cl)C(=O)OCC(=O)N1CCCC1=O (stereo not drawn)	i	i	-3.1	1.0	i	i	-12.5	i	i	i	i
CSc1ccccc1NC(=O)c1c(C)noc1C	i	i	-10.2	5.3	i	i	-8.7	i	i	i	i
O=C(COc1ccc(S(=O)(=O)NCc2ccccc2)cc1)NCc1cccnc1	i	i	-5.5	/	i	i	-6.1	/	i	i	i
O=C(CCCN1C(=O)c2cccnc2C1=O)Nc1ccc(Br)cc1	i	i	1.4	0.1	i	i	-14.6	i	i	i	i
CC1CCN(CCC(=O)Nc2ccc3c(c2)CCC3)CC1	i	i	-6.0	-8.5	i	i	-6.7	i	i	i	i
O=c1[nH]c(=O)c2nnc(N/N=C/c3ccccc3F)nc2[nH]1	i	i	2.2	3.1	i	i	-4.6	i	i	i	i
O=C(c1ccc(Cl)c(S(=O)(=O)N2CCCCCC2)c1)N1CCN(c2ccccc2O)CC1	i	i	7.7	-9.3	i	i	-10.9	i	i	i	i
CC(=O)Nc1ccc(OCC(O)CN2CCCCC2C)cc1 (stereo not drawn)	i	i	1.5	-4.4	i	i	-7.3	i	i	i	i
COc1ccc(-c2nnc(SCC(=O)N/N=C/c3ccccc3C(=O)O)n2-c2ccccc2)cc1	i	i	5.3	/	i	i	-11.0	i	i	i	i
COc1ccc(Cl)cc1NC(=O)Nc1ccccc1C(N)=O	i	i	-4.0	-17.9	i	i	-3.6	i	i	i	i
COc1ccc(CC(=O)NCc2ccccc2)cc1OC	i	i	-5.0	-5.5	i	i	-4.5	i	i	i	i
Cc1nn(Cc2ccc([N+](=O)[O-])cc2)c(=O)n1-c1cccc(F)c1	i	i	11.3	2.1	i	i	-10.2	i	i	i	i
O=c1c2c(nc3n1CCCCC3)sc1c(O)c(Br)ccc12	i	i	29.2	-4.7	i	i	-0.7	i	i	i	i
COc1cc(C2C(C#N)=C(N)OC3=C2C(=O)CC(C)(C)C3)ccc1OC(=O)N1CCOCC1 (stereo not drawn)	i	i	3.5	-0.3	i	i	-1.0	i	i	i	i
CCOC(=O)N1CCN(C(=O)CN(c2ccccc2OC)S(=O)(=O)c2ccc(C)cc2)CC1	i	i	-2.5	-3.4	i	i	-0.6	i	i	i	i
Cc1ccc(NCc2nnc(SC(C)C(=O)N/N=C/c3ccc(C)o3)n2-c2ccccc2)cc1 (stereo not drawn)	i	i	-2.2	-3.3	i	i	-3.2	i	i	i	i
O=C(CNC(=O)c1ccc(F)cc1)NCc1ccc(Cl)cc1	i	i	-4.2	1.7	i	i	-3.3	i	i	i	i
Cc1cccc(CN2C[C@]34CC[C@@H](C[C@@H]3S2(=O)=O)O4)c1	i	i	0.0	-4.3	i	i	-8.2	i	i	i	i
COC(=O)C1Sc2[nH]c(=O)sc2C(c2ccc(Cl)cc2)C1C(=O)OC (stereo not drawn)	i	i	0.5	0.2	i	i	-11.1	i	i	i	i
Cc1cccc(C)c1OCCCN1CCCC1	i	i	-3.6	-3.9	i	i	-4.6	i	i	i	i
COc1ccc(O)c(/C=C(\C#N)C(=O)Nc2cccnc2)c1	i	i	-2.0	6.6	i	i	-9.1	i	i	i	i
Oc1c(Br)cc(Cl)cc1C=Nc1ccccc1Br	i	i	8.0	3.9	i	i	10.7*	i	8*	i	i
Cc1ccc(NC2CCCN(C(=O)CSc3ccncc3)C2)cc1C (stereo not drawn)	i	i	-3.8	1.1	i	i	-1.5	i	i	i	i
O=C(CN1C(=O)NC2(CCCC2)C1=O)OCc1cc(=O)n2cc(Br)ccc2n1	i	i	-16.1	-4.3	i	i	-8.3	i	i	i	i
O=c1ccc2cc(S(=O)(=O)N3CCN(c4ccc(Cl)cc4)CC3)ccc2o1	i	i	-5.9	-5.2	i	i	-6.1	i	i	i	i
Cc1csc2ncc(C(=O)Nc3cccc(C(F)(F)F)c3)c(=O)n12	i	i	2.0	-4.5	i	i	-4.6	i	i	i	i

Assay outcomes from PubChem.
